Assay outcomes from PubChem BioAssay.
D2 agonist: HTS Assay for Allosteric Agonists of the Human D2 Dopamine Receptor: Primary Screen for Agonists; 340,000 tested, 0.53% active; AID 485358, 2010; HEK293 T-REx D2 cells, calcium flux agonist mode; activation, % at 2 µM; D(2) dopamine receptor (Homo sapiens), P14416;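 active = activation over 3 SD above normal in the single-dose calcium agonist read, cut at about 30% in these data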; note: 0% is about no effect
Target sequence (P14416 whole entry, looked up): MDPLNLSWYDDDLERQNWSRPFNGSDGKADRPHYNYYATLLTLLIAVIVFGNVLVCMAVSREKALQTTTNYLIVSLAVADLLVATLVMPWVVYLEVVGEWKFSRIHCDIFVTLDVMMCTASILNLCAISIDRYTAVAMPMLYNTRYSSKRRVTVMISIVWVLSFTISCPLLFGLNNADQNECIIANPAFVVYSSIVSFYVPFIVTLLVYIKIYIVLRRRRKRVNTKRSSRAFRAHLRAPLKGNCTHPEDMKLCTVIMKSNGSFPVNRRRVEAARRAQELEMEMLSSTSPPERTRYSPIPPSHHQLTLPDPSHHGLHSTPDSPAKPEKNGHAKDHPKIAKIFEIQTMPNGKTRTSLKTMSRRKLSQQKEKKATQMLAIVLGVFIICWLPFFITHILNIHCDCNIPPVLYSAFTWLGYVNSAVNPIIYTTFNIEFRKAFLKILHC
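HEK293 Trex D2 cells, tetracycline-induced, o/n 30 C 5% CO2; no-wash Ca dye, RT 30–90 min; 10-cycle baseline, 23 nl cpd added, kinetic Ca read 180 s; agonist hits = positive Ca response.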
D2 antag: HTS Assay for Allosteric Antagonists of the Human D2 Dopamine Receptor: Primary Screen for Antagonists. inhibition, % at 10 µM. HEK293 TREx D2 cells, calcium flux, dopamine EC80. 340,000 tested, 2% active. D(2) dopamine receptor (Homo sapiens), P14416. AID 485344, 2010; in the data active = inhibition above about 30%; note: 0% is about no effect
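Compounds are added to dye-loaded, induced HEK293 T-REx cells coupled to calcium release via D2; after a 3 min kinetic read an EC80 dopamine stimulus is given and fluorescence is recorded for 3 more min.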
PI4K2A block: qHTS for small molecular inhibitors of PI4K2A. AID 1346378, 2018. Phosphatidylinositol 4-kinase type 2-alpha (Homo sapiens), Q9BTU6. activity change, negative = inhibition, % at 76.9 µM. 420,000 tested, 0.13% active. purified PI4K2A, ADP-Glo luminescence, 1 h; active compounds read low; in the data active = activity change below about -50%; inconclusive = mostly about -30% to -49%;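 note: -100% = wells without enzyme as full effect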
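In this quantitative HTS, ADP production by PI4K2A was quantified luminescently after 1 h at ambient temperature; 100 microM adenosine served as plate-quality control.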
rTrxR1 inhibitor: qHTS Assay for Inhibitors of Mammalian Selenoprotein Thioredoxin Reductase 1 (TrxR1): qHTS; Thioredoxin reductase 1, cytoplasmic (Rattus norvegicus), O89049; recombinant rTrxR1, NADPH fluorescence consumption, selenite substrate; Potency, µM (top dose mostly 114 µM), inactives show top-dose activity change, negative = inhibition, usual class: inhibitors; 390,000 tested, 1% active; AID 588453, 2011; note: potency is the fitted concentration of half-maximal effect; % is set by controls: 0 for no effect and ±100 for the full control effect; nearly all actives have a fitted effect of over 65% in size
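Rat TrxR1 (90 nM in the dispensed reagent) was pre-reduced with 400 uM NADPH for 5 min at room temperature, then incubated with compound for 15 min. After 400 uM selenite was added, NADPH fluorescence (Ex 340/Em 450 nm) was followed for 8 min.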
TRHR PAM: qHTS for Small Molecule Agonists and Allosteric Enhancers of Human TRH Receptor: Primary Screen for Enhancers; TRHR cells, fluo-8 calcium fluorescence, EC20 TRH enhancement; enhancement, % at 2 µM; 360,000 tested, 0.66% active; AID 493056, 2011; in the data active = enhancement above about 30%; note: 0% is about no effect
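TRHR-expressing cells loaded with fluo-8 calcium dye were read kinetically (ex 480/em 530) during compound addition, then stimulated with an EC20 of TRH (10 nM final). Enhancement of the Gq-mediated intracellular calcium response was scored.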
mIDH1 inhibitor: qHTS for Inhibitors of mutant isocitrate dehydrogenase 1 (IDH1): qHTS | IDH1-R132H enzyme, NADPH consumption, diaphorase/resazurin fluorescence | Potency, µM (top dose mostly 76.6 µM), without a hit: at the top dose activity change, negative = inhibition, most hits filed as inhibitors | Isocitrate dehydrogenase [NADP] cytoplasmic (Homo sapiens), O75874 | 390,000 tested, 0.093% active; note: potency is the fitted concentration of half-maximal effect; % is set by controls: 0 for no effect and ±100 for the full control effect; nearly all actives have a fitted effect of over 65% in size
Target sequence (O75874 whole entry R132H, stated change not applied): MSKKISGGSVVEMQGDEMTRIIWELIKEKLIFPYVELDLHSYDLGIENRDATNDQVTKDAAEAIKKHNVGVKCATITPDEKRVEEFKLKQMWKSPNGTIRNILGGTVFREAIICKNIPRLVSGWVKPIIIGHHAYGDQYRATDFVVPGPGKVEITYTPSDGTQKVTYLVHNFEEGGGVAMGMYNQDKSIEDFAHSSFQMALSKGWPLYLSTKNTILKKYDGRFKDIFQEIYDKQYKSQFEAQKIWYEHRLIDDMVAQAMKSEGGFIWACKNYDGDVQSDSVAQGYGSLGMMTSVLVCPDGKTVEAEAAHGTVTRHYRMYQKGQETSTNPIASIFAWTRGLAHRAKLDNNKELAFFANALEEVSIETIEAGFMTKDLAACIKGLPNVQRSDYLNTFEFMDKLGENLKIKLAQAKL
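IDH1-R132H (0.5 ug/mL dispensed) in pH 7.5 Tris buffer was preincubated 30 min with compound, then given a substrate mix of 0.016 mM NADPH and 2 mM alpha-KG for 80 min at room temperature; remaining NADPH was read by diaphorase/resazurin fluorescence.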
TRHR agonist: qHTS for Small Molecule Agonists and Allosteric Enhancers of Human TRH Receptor: Primary Screen for Agonists; Thyrotropin-releasing hormone receptor (Homo sapiens), P34981; TRHR cells, calcium flux fluo-8, FDSS agonist mode; activation, % at 2 µM; 360,000 tested, 0.18% active; in the data active = activation above about 30%; note: 0% is about no effect
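In this calcium-flux screen, cells bearing human TRHR are dye-loaded with fluo-8, baselined for 10 cycles, then exposed to library compounds; positive kinetic calcium responses during the agonist phase mark hits, with TRH as control.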
TrxR1 substrate: qHTS Assay for Substrates of Mammalian Selenoprotein Thioredoxin Reductase 1 (TrxR1): qHTS; 390,000 tested, 0.01% active; AID 588456, 2011; purified TrxR1 substrate turnover, NADPH consumption readout; Potency, µM (top dose mostly 114 µM), for the others: top-dose activity change, negative = substrate turnover; note: potency is the fitted concentration of half-maximal effect; % is set by controls: 0 for no effect and ±100 for the full control effect; nearly all actives have a fitted effect of over 50% in size
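Rat TrxR1, dispensed at 90 nM, was prereduced with 400 uM NADPH (final) for 5 min at ~22 deg C, then incubated with compound 15 min before 400 uM selenite. A first-read NADPH fluorescence drop versus no-compound background flagged substrates.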
USP1 inh: Inhibitors of USP1/UAF1: Primary Screen; recombinant USP1/UAF1, Ub-Rhodamine cleavage fluorescence; Potency, µM (highest dose often 57.1 µM), for inactives: top-dose activity change, negative = inhibition, actives largely listed as inhibitors; 390,000 tested, 0.23% active; AID 743255, 2014; Ubiquitin carboxyl-terminal hydrolase 1 (Homo sapiens), O94782; note: potency is the fitted concentration of half-maximal effect; % is set by controls: 0 for no effect and ±100 for the full control effect; nearly all actives have a fitted effect of over 60% in size; inactives centre near -12
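Step one: compound is pinned into 1nM USP1/UAF1 in HEPES pH 7.8 buffer with TCEP. Step two: 15 min room-temperature incubation. Step three: Ub-Rho (150nM final) starts cleavage, tracked by fluorescence over six one-minute reads.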
The depositor's hits bear a star; ? = inconclusive; / = no result given; [ ] = remark or other dose. Unless noted, calls come from the whole dose curve; as a rule, active = well fitted inhibition curve with a large enough effect; inconclusive = small, poorly fitted or top-dose-only effect; inactive = no such curve, though single readings can be large or run the other way.

SMILES	D2 agonist	D2 antag	PI4K2A block	rTrxR1 inhibitor	TRHR PAM	mIDH1 inhibitor	TRHR agonist	TrxR1 substrate	USP1 inh
O=C(Nc1ccccc1)NC1CCN(Cc2c(F)cccc2Cl)CC1	-0.5	-13	3	7%[11.4 µM]	9	23%	-1.0	-2%[11.4 µM]	-4%
Cc1ccc(OCC(=O)OC2=C(C(=O)c3ccccc3)N(C)S(=O)(=O)c3ccccc32)cc1	-1.2	/	6	?	5	12%	-0.9	-11%	-5%
COc1ccccc1C(=O)Nc1ccc(OCc2cc(=O)n3cccc(C)c3n2)cc1	0.5	/	0	15%[57.1 µM]	3	0%	-0.2	4%[57.1 µM]	-2%
O=C(CCc1n[nH]c(=O)[nH]c1=O)N1CCOCC1	0.9	-4	-5	25%	0	3%	-0.3	2%	-4%
CCn1c(CC(=O)Nc2ccc(C)c(Cl)c2)nnc1SCC(=O)Nc1nc(C)cs1	0.7	-6	7	19%	-4	6%	0.4	9%	-3%
CC(C)c1ccc(NC(=O)CSC2=Nc3ccccc3C3=NC(CCC(=O)NCc4ccc(F)cc4)C(=O)N23)cc1 (configuration not stated)	0.0	/	3	15%[57.1 µM]	-7	16%	-0.1	-2%[57.1 µM]	-8%
Cc1cc(C)c2nc(NC(=O)C3CCCO3)sc2c1 (configuration not stated)	-0.3	-3	11	10%	7	0%	0.2	-3%	-21%
Cc1nc(-c2cccc(NC(=O)c3ccc(-n4nccc4C)cc3)c2)cs1	-0.3	9	3	1%	-5	5%	-0.1	-8%	-13%
CN(CC(=O)Nc1ccccc1C(F)(F)F)C(=O)COc1cccnc1[N+](=O)[O-]	0.2	-7	1	23%	-2	-5%	1.1	0%	-24%
CCC(C)Nc1c([N+](=O)[O-])cc(C)cc1[N+](=O)[O-] (configuration not stated)	/	/	3	-9%	/	10%	/	-9%	-12%
COc1ccccc1C(=O)NNC(=O)C(=O)Nc1ccc(C)c(Cl)c1	1.0	-17	6	6%	-6	-1%	0.8	-5%	-23%
N#CCCN(C(=O)COC(=O)c1cccc(S(=O)(=O)Nc2ccc([N+](=O)[O-])cc2)c1)c1ccccc1	-0.6	-19	0	-18%	14	1%	-1.3	-14%	-6%
CCOC(=O)c1c(NC(=O)CN2CCCCC2)sc2c1CCC(C=O)=C2Cl	0.2	-2	3	?	3	6%	0.5	-4%	-16%
COc1ccc(/C=C/C(=O)OC2CCCCC2CN(C)C)cc1 (configuration not stated)	/	/	1	6%	4	3%	0.8	-1%	-8%
Cc1cccc(C)c1OCC(=O)N1CC2(C)CC1CC(C)(C)C2 (configuration not stated)	0.2	-3	2	-14%	-2	4%	0.3	-9%	-22%
CCN(Cc1ccccc1)C(=O)c1cn(-c2cccc(OC)c2)c(=O)c2ccccc12	-0.6	/	-1	9%	12	-7%	-0.1	11%[11.4 µM]	-13%
Cc1ccc(CNC(=O)c2ccc(F)c(S(=O)(=O)N3CCOCC3)c2)cc1	1.0	9	1	10%	-2	7%	0.3	-1%	-6%
CCOc1ccc(Br)cc1S(=O)(=O)Nc1cccc(S(=O)(=O)N(C)C)c1	1.3	9	-7	8%[57.1 µM]	-5	0%	0.3	9%[57.1 µM]	-17%
Cc1onc(-c2ccccc2Cl)c1C(=O)NCc1ccc2c(c1)cc(C)n2C	/	/	3	1%[57.1 µM]	-4	11%	0.2	9%[57.1 µM]	-12%
CCOC(=O)C(CCSC)Nc1nc(Cl)nc(Nc2ccc(Cl)cc2)n1 (configuration not stated)	/	/	0	4%[57.1 µM]	/	0%	/	-7%	-8%
CCS(=O)(=O)Nc1ccc(Cc2ccc(NS(=O)(=O)CC)cc2)cc1	-0.1	-5	0	12%	15	-1%	-0.2	8%	-1%
CC(=C/c1ccccc1)/C=N/NC(=O)c1cnccn1	/	/	-1	-3%[57.1 µM]	0	-8%	0.2	-6%[57.1 µM]	-10%
CC(=O)C1C(c2ccc(Cl)cc2)c2c(n[nH]c2C)CC1(C)O (configuration not stated)	0.7	-3	-3	43%[activator]	3	0%	-0.9	10%	-15%
O=C1CCCCCCC1Sc1ccccc1[N+](=O)[O-] (configuration not stated)	1.7	-18	1	4%[57.1 µM]	14	3%	-0.6	5%[57.1 µM]	-12%
CCN(CC)c1ccc(Nc2nc(N3CCOCC3)c3ccccc3n2)cc1	-0.8	-5	-12	-21%[57.1 µM]	0	8%	-0.3	-3%[57.1 µM]	-2%
Continued.
SMILES	D2 agonist	D2 antag	PI4K2A block	rTrxR1 inhibitor	TRHR PAM	mIDH1 inhibitor	TRHR agonist	TrxR1 substrate	USP1 inh
CCOC(=O)c1nn(-c2cccc(Cl)c2)c(C)c1C(C)=O	0.0	-3	1	7%	3	5%	1.3	0%	-22%
CCOC(=O)c1cccc(S(=O)(=O)N(CCO)Cc2cc3cc(OC)c(OC)cc3[nH]c2=O)c1	0.4	5	9	-1%	24	9%	0.3	1%	-9%
COc1ccc(CCNC(=O)Cn2c(-c3nonc3N)nc3ccccc32)cc1OC	-0.8	0	-3	4%	-6	1%	-0.5	-9%	-12%
O=C(COc1ccc([N+](=O)[O-])cc1)Nc1ccccc1C(=O)NC1CC1	0.6	3	5	0%[57.1 µM]	0	-7%	0.3	-1%[57.1 µM]	-7%
N#Cc1cccc(NS(=O)(=O)c2ccccc2Cl)c1	0.0	-3	3	-19%	-7	-1%	-0.3	-11%	-5%
NS(=O)(=O)c1cccc(NC(=O)COC(=O)/C(=C/c2cccs2)c2cccs2)c1	0.5	11	-5	-9%	-6	-3%	0.4	-3%	-10%
COc1cc2c(cc1OC)C(=O)N1[C@H]3c4ccccc4OC[C@@H]3[C@H](c3ccccc3)[C@]1(C)C(=O)N2	0.6	20	-2	10%[57.1 µM]	-3	-4%	0.5	-2%[57.1 µM]	-20%
NC(=O)C1CCN(C(=S)c2ccc(-c3ccc(Br)cc3)o2)CC1	0.1	-3	-3	18%[57.1 µM]	-6	6%	-3.5	-13%[57.1 µM]	?
CCN=C1SC(CC(=O)NCC)C(=O)N1CC (configuration not stated)	0.3	-4	1	8%	2	2%	-0.2	3%	-18%
Cc1cc(C)c(S(=O)(=O)Nc2cc(SCC(=O)O)c(O)c3ccccc23)cc1C	-1.0	-8	?	?	17	5%	-0.5	-11%	?
CC(C)C(=O)NCCc1nc2ccccc2n1CCOc1ccccc1	-0.4	-7	3	-2%	-5	3%	-1.9	-1%	-14%
COc1ccccc1-c1oc2ccccc2c1C#CCO	/	/	-7	11%	/	5%	/	5%	3%
CCn1cc(/C=C(\NC(=O)c2ccc(OC)c(OC)c2)C(=O)NCCCO)c2ccccc21	/	/	0	-6%	-7	10%	0.5	-8%	-12%
O=C(CC1CCCCC1)Nc1nc2ccccc2s1	0.0	15	0	13%[57.1 µM]	36*	-8%	1.3	-6%[57.1 µM]	7%
COc1cccc(N2CC(=O)N(NC(=O)c3sc4nc(C)cc(C)c4c3N)CC2=O)c1	0.8	-3	6	0%[57.1 µM]	4	0%	0.2	22%[57.1 µM]	-13%
COc1ccc(C2C(C(C)=O)=C(C)Nc3ncnn32)cc1OC (configuration not stated)	2.4	-8	6	21%[57.1 µM]	1	2%	0.0	-2%[57.1 µM]	-14%
Cc1c(C#N)c2ccccc2n1CC(=O)NC(C)c1ccccc1 (configuration not stated)	-0.3	13	-3	26%	0	0%	0.6	8%	-16%
Cc1ccc(N(C=NC#N)CC(=O)N2CCN(c3ccccc3)CC2)cc1	/	/	4	?	-5	2%	-0.7	-9%	-12%
CN(C(=O)COC(=O)c1ccccc1Nc1ccccc1)C1CCS(=O)(=O)C1 (configuration not stated)	0.1	7	-4	-4%	-3	7%	-0.5	-11%	-4%
C/C=C/c1cc(CN2CCN(c3ccccc3)CC2)c(O)c(OC)c1	/	/	10	1%	42*	2%	1.6	0%	-13%
CCn1c(C(=O)Nc2ccc(C)cc2C)cc2sc(Cl)cc21	/	/	-3	12%	-2	17%	0.3	4%	3%
CCOc1ccc(OCC)c(Nc2nc3ccccc3n3nnnc23)c1	1.4	/	3	-14%	-2	/	1.6	-8%	?
Cc1cc(C)nc(SCc2cn3c(C)cccc3n2)n1	-0.6	8	6	6%[57.1 µM]	0	5%	-0.1	-9%[57.1 µM]	-15%
COc1cc(COCC(O)CN2CCN(Cc3ccc4c(c3)OCO4)CC2)cc(OC)c1OC (configuration not stated)	-0.1	-1	-4	9%[57.1 µM]	1	17%	-0.3	-3%	1%
Cc1nn(C)c(C)c1S(=O)(=O)NCCc1ccc(Cl)cc1	0.2	1	-5	11%	-2	-4%	-0.1	3%	-23%

In the list so far, these contain bromine.
SMILES	D2 agonist	D2 antag	PI4K2A block	rTrxR1 inhibitor	TRHR PAM	mIDH1 inhibitor	TRHR agonist	TrxR1 substrate	USP1 inh
CCOc1ccc(Br)cc1S(=O)(=O)Nc1cccc(S(=O)(=O)N(C)C)c1	1.3	9	-7	8%[57.1 µM]	-5	0%	0.3	9%[57.1 µM]	-17%
NC(=O)C1CCN(C(=S)c2ccc(-c3ccc(Br)cc3)o2)CC1	0.1	-3	-3	18%[57.1 µM]	-6	6%	-3.5	-13%[57.1 µM]	?

Looked up above.
`CCN(Cc1ccccc1)C(=O)c1cn(-c2cccc(OC)c2)c(=O)c2ccccc12` | USP1 inh: -13%
`CCOC(=O)c1cccc(S(=O)(=O)N(CCO)Cc2cc3cc(OC)c(OC)cc3[nH]c2=O)c1` | D2 antag: 5

Not a hit list; about 3.9% have a hit in one of these screens.
